KB-3-1 tox: kills parental KB-3-1 adenocarcinoma cells | KB-3-1 viability, CellTiter-Glo ATP luminescence, 72 h | Potency, µM (series often up to 46.1 µM), for inactives: at the top dose activity change, negative = cytotoxic, usual class: cytotoxic | 400,000 tested, 1.4% active; note: potency is the fitted concentration of half-maximal effect; % is set by controls: 0 for no effect and ±100 for the full control effect; nearly all actives have a fitted effect of over 60% in size
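Screening of KB-3-1 cells (DMEM, 10% FBS, phenol-red free) ran from lowest to highest compound concentration; after 72 h at 37 °C viability was read luminescently and curves fitted.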
HT1080 IDH1KD tx: HT-1080 IDH1 knockdown cell toxicity (counter line); HT-1080 IDH1 knockdown viability, ATP luminescence, 48 h; Potency, µM (highest dose often 46.1 µM), without a hit: top-dose activity, negative = toxicity, usual class: cytotoxic; 360,000 tested, 2% active;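 note: potency is the fitted concentration of half-maximal effect; 0% = DMSO wells and -100% = cell-free medium wells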
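% activity derives from luminescence (CellTiter-Glo), normalised to DMSO and no-cell wells. HT-1080-IDH1KD cells, 750/well, had 48 h compound exposure at 37 °C.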
HT1080-NT tox: kills 2HG-producing HT-1080-NT fibrosarcoma cells; HT-1080-NT fibrosarcoma viability, CellTiter-Glo ATP luminescence, 48 h; Potency, µM (top dose mostly 46.1 µM), for inactives: at the highest dose activity, negative = less viability, usual class: cytotoxic; 360,000 tested, 1.6% active; AID 686970;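 note: NT is the 2HG producing partner of a matched IDH1 knockdown line; potency is the fitted concentration of half-maximal effect; 0% = DMSO-treated cells and -100% = media-only wells without cells; nearly all actives have a fitted effect of over 55% in size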
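Compounds were tested in concentration-response format on HT-1080-NT cells for 48 hours at 37 degrees C. Cell viability came from CellTiter-Glo luminescence; curves were classified by r2, response magnitude and activity.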
MCF10A rereplic: DNA re-replication induction in MCF 10a cells | MCF 10A DNA re-replication, Hoechst nuclear intensity, 48 h | Potency, µM (highest dose often 46.1 µM), for the others: top-dose activity, positive = re-replication, hits mostly activators | 350,000 tested, 2.9% active | AID 624296; note: potency is the fitted concentration of half-maximal effect; % of control where 0% means no effect; nearly all actives have a fitted effect of over 50% in size
ATXN2 expr inh: reduces ATXN2 reporter expression in HEK-293 cells; HEK-293 ATXN2-luciferase reporter, luminescence, 24 h; Potency, µM (top dose mostly 57 µM), inactives show at the top dose activity change, negative = inhibition, hits mostly inhibitors; 360,000 tested, 0.72% active; AID 1745845; note: potency is the fitted concentration of half-maximal effect; % is set by controls: 0 for no effect and ±100 for the full control effect; nearly all actives have a fitted effect of over 55% in size
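qHTS (up to 57 uM final) was run with 24 h compound exposure of reporter cells at 37 °C. Each well was multiplexed: SteadyGlo luminescence measured ATXN2-luciferase expression after a fluorogenic Gly-Phe-AFC viability readout (25 uM final).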
KB-V1 MDR tox: KB-V1 MDR subline cytotoxicity. KB-V1 MDR cells viability, CellTiter-Glo, 72 h. Potency, µM (series often up to 46.1 µM), for the others: at the top dose activity change, negative = cytotoxicity, actives largely listed as cytotoxic. 400,000 tested, 3.4% active. AID 1347076; note: potency is the fitted concentration of half-maximal effect; % is set by controls: 0 for no effect and ±100 for the full control effect; nearly all actives have a fitted effect of over 60% in size
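Compound-treated KB-V1 multidrug-resistant cells, 72 h, 37 degrees C; viability by CellTiter-Glo. Fitted qHTS curves give the values.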
IL-1B inflam inh: inflammasome signaling inhibition, IL-1 beta readout; THP-1 LPS/ATP IL-1B secretion, AlphaLISA, 16 h; stronger effect = lower value; activity change, % at 57.5 µM; 360,000 tested, 4.7% active; in the data active = activity change below about -50%; inconclusive = mostly about -30% to -49%; note: % is set by controls: 0 for no effect and ±100 for the full control effect
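THP-1 cells pretreated 1 hr with compounds (up to 57.5 uM final), then stimulated with LPS (250 ng/mL final) plus ATP (1.25 mM final); secreted IL-1B measured by AlphaLISA after 16 hr, decreased signal indicating inhibition.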
WRN helicase inh: WRN helicase (human) inhibition; Potency, µM (series often up to 114 µM), for the others: at the top dose activity change, negative = inhibition, usual class: inhibitors; 360,000 tested, 0.46% active; WRN helicase unwinding, fluorescent forked duplex, kinetic; Q14191; note: potency is the fitted concentration of half-maximal effect; % is set by controls: 0 for no effect and ±100 for the full control effect; nearly all actives have a fitted effect of over 55% in size
Target sequence (Q14191 whole entry, looked up): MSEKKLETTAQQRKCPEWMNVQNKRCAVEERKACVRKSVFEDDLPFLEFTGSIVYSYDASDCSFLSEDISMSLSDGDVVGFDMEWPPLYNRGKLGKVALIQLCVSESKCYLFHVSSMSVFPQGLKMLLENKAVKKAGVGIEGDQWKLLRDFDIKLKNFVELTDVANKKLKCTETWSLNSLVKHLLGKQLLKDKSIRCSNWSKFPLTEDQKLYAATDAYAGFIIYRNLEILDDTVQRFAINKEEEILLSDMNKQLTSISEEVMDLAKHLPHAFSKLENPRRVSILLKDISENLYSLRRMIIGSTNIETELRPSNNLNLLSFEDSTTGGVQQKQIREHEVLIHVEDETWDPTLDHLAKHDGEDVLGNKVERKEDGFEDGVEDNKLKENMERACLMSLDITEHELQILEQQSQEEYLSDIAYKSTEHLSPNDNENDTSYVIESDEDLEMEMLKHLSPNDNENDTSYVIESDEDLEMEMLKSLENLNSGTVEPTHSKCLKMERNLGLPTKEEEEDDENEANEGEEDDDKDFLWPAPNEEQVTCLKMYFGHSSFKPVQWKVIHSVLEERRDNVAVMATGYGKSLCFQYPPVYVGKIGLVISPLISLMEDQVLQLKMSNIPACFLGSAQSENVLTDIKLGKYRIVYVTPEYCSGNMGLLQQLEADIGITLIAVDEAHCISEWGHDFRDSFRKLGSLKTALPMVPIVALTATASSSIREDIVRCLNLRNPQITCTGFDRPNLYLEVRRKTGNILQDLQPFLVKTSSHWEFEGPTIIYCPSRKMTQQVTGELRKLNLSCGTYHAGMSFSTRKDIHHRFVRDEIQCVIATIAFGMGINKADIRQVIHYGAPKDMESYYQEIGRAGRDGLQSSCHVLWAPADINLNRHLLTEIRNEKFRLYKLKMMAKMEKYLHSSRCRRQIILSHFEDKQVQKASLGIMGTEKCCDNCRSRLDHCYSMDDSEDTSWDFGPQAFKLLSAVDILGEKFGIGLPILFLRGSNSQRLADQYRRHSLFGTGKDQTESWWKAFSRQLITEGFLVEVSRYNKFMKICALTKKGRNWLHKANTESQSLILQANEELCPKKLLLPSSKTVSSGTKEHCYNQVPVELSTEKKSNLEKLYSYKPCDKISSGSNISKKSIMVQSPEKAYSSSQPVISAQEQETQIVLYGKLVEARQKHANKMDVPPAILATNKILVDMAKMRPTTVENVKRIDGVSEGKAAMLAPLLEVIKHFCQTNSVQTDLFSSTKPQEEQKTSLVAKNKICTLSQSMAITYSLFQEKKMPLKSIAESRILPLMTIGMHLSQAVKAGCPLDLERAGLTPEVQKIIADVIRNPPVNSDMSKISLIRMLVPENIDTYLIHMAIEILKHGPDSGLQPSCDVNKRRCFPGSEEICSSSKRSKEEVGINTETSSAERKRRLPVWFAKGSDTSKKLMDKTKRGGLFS
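WRN at 20 nM final preincubated with compound 15 min at room temperature; reaction started with 100 nM fluorophore/quencher forked duplex oligonucleotide and 2 mM ATP final. Unwinding followed kinetically by red fluorescence (ex 525, em 598 nm).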
SW480 rerep: DNA re-replication induction in SW480 cells. SW480 DNA re-replication, Hoechst DNA content imaging, 48 h. Potency, µM (highest dose often 46.1 µM), for the others: at the top dose re-replication activation, usual class: activators. 340,000 tested, 1.8% active; note: potency is the fitted concentration of half-maximal effect; % of control where 0% means no effect; nearly all actives have a fitted effect of over 55% in size
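DNA re-replication was detected as more nuclei of elevated Hoechst intensity after 48 hr exposure to compound (23 nL pinned per well of 250 cells).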
Starred values were filed as active, the others as inactive; ? = inconclusive; nt = not tested or not shown. Unless noted, calls come from the whole dose curve; as a rule, active = well fitted curve in the direction sought with a large enough effect; inconclusive = small, poorly fitted or top-dose-only effect, or another doubt; inactive = no such curve, though single readings can be large; an effect the other way counts as inactive or inconclusive.

1: Cc1[nH]c2ccccc2c1/C=N/NC(=O)CNC(=O)c1ccccc1
2: CSc1ccc(S(=O)(=O)NCC(=O)OCC(=O)N2CCCC2=O)cc1[N+](=O)[O-]
3: COc1ccc(Nc2c(-c3cccc(OC)c3)nc3nc(C)cc(C)n23)cc1
4: Cc1c(O)ccoc1=O
5: Cc1cc(C)c2cc(C#N)c(NCCNC(=O)c3ccccn3)nc2c1
6: Cc1ccc(OCC(=O)NCCN2CCCC2)cc1
Assay by compound	1	2	3	4	5	6
KB-3-1 tox	12%	-5%	-5%	0%	17%	-2%
HT1080 IDH1KD tx	-10%	-6%	8%	2%	?	-3%
HT1080-NT tox	-4%	1%	16%	2%	?	-2%
MCF10A rereplic	-1%	?	nt	-5%	nt	1%
ATXN2 expr inh	-15%	-12%	13%	7%	nt	-7%
KB-V1 MDR tox	-2%	13%	?	0%	-13%	3%
IL-1B inflam inh	-1	-96*	16	10	-21	1
WRN helicase inh	5%	-9%	-6%	2%	-4%	-1%
SW480 rerep	1%	23%	nt	-3%	nt	-2%

7: NS(=O)(=O)c1ccc(CCNCc2cc(Cl)ccc2OCc2ccccc2)cc1
8: CCOc1ccc(NC(=O)c2ccccc2NC(=O)c2cccnc2)cc1
9: NC1=NC(=O)C2(COC(c3cccc([N+](=O)[O-])c3)OC2)S1 (stereo not given)
10: COc1ccc(C(=O)c2c(-c3ccc(OC)cc3)oc3ccccc23)cc1
11: COc1ccc(Cl)cc1NS(=O)(=O)c1ccc2c(c1)NC(=O)CCS2
Assay by compound	7	8	9	10	11
KB-3-1 tox	-26%	2%	0%	-22%	-1%
HT1080 IDH1KD tx	?	1%	8%	-4%	-9%
HT1080-NT tox	?	8%	9%	-1%	4%
MCF10A rereplic	-8%	-2%	3%	?	1%
ATXN2 expr inh	-35%	-47%	nt	-5%	nt
KB-V1 MDR tox	-37%	-1%	1%	-2%	19%
IL-1B inflam inh	-100*	-9	15	-10	7
WRN helicase inh	-2%	2%	0%	-3%	-4%
SW480 rerep	1%	-19%	21%	6%	-38%

A second format for some results above.
Every second line gives: KB-3-1 tox	HT1080 IDH1KD tx	HT1080-NT tox	MCF10A rereplic	ATXN2 expr inh	KB-V1 MDR tox	IL-1B inflam inh	WRN helicase inh	SW480 rerep
(4) Cc1c(O)ccoc1=O
  0%	2%	2%	-5%	7%	0%	10	2%	-3%
(5) Cc1cc(C)c2cc(C#N)c(NCCNC(=O)c3ccccn3)nc2c1
  17%	?	?	nt	nt	-13%	-21	-4%	nt
(6) Cc1ccc(OCC(=O)NCCN2CCCC2)cc1
  -2%	-3%	-2%	1%	-7%	3%	1	-1%	-2%
(7) NS(=O)(=O)c1ccc(CCNCc2cc(Cl)ccc2OCc2ccccc2)cc1
  -26%	?	?	-8%	-35%	-37%	-100*	-2%	1%
(8) CCOc1ccc(NC(=O)c2ccccc2NC(=O)c2cccnc2)cc1
  2%	1%	8%	-2%	-47%	-1%	-9	2%	-19%
(9) NC1=NC(=O)C2(COC(c3cccc([N+](=O)[O-])c3)OC2)S1 (stereo not given)
  0%	8%	9%	3%	nt	1%	15	0%	21%
(10) COc1ccc(C(=O)c2c(-c3ccc(OC)cc3)oc3ccccc23)cc1
  -22%	-4%	-1%	?	-5%	-2%	-10	-3%	6%
(11) COc1ccc(Cl)cc1NS(=O)(=O)c1ccc2c(c1)NC(=O)CCS2
  -1%	-9%	4%	1%	nt	19%	7	-4%	-38%
